Screens from PubChem BioAssay.
POLI inh: DNA polymerase iota (human) inhibition | 390,000 tested, 1% active | Potency, µM (top dose mostly 115 µM), inactives show at the top dose activity, negative = inhibition, actives largely listed as inhibitors | Pol iota fluorescent replication assay, 10 min | Q9UNA4
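Fluorescent replication assay read twice, at 0 min and 10 min after adding 50 nM (final) substrate. Enzyme (10 nM) and compounds were first incubated 15 min at room temperature; enzyme-free buffer wells were negative controls.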
Pol eta inh: blocks human DNA polymerase eta activity; Q9Y253; recombinant Pol eta, fluorescent DNA replication assay; Potency, µM (highest dose often 114 µM), for the others: at the top dose activity change, negative = inhibition, hits mostly inhibitors; 390,000 tested, 1.2% active; further: on the % scale 0 is the no-effect control and ±100 the full control effect
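Fluorescent replication assay: 50 nM final substrate added after a 15 min room-temperature compound preincubation with 10 nM enzyme. Signal taken at 0 min and again at 10 min.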
Pol beta inh: DNA polymerase beta (human) inhibition. P06746. Potency, µM (highest dose often 114 µM), for inactives: top-dose activity change, negative = inhibition, actives largely listed as inhibitors. 340,000 tested, 1.3% active. Pol beta primer extension/strand displacement, fluorescence kinetic; further: on the % scale 0 is the no-effect control and ±100 the full control effect
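Curves were derived by four-parameter Hill fits of normalized qHTS data. The kinetic fluorescent primer-extension read was taken at 0 and 10 min after 50 nM substrate, following a 15 min room-temperature preincubation of 10 nM enzyme with compounds.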
Pol kappa inh: inhibitors of human DNA polymerase kappa. Q9UBT6. Potency, µM (doses to about 107 µM), for inactives: at the highest dose activity, negative = inhibition, most hits filed as inhibitors. purified Pol kappa, fluorescent DNA synthesis assay, 10 min. 400,000 tested, 0.53% active; further: on the % scale 0 is the no-effect control and ±100 the full control effect
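50 nM final substrate added after 15 min RT preincubation of 10 nM Pol kappa with compound; fluorescence read at 0 and 10 min.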
BLM helicase inh: inhibitors of human Bloom syndrome helicase BLM; recombinant BLM DNA unwinding, fluorescence dequenching; 350,000 tested, 0.2% active; AID 2528; P54132; Potency, µM (highest dose often 56.1 µM), for the others: at the highest dose activity change, negative = inhibition, actives largely listed as inhibitors;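 further: plate controls were vehicle for no effect and no enzyme for full effect; nearly all actives have a fitted effect of over 35% in size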
BAZ2B block: inhibitors of human BAZ2B bromodomain. Q9UIF8. AlphaScreen BAZ2B-H3K14Ac peptide displacement. Potency, µM (top dose mostly 114 µM), for inactives: top-dose activity change, negative = inhibition, hits mostly inhibitors. 360,000 tested, 4.4% active. AID 504333; further: on the % scale 0 is the no-effect control and ±100 the full control effect; nearly all actives have a fitted effect of over 60% in size
Target sequence (Q9UIF8 whole entry, looked up): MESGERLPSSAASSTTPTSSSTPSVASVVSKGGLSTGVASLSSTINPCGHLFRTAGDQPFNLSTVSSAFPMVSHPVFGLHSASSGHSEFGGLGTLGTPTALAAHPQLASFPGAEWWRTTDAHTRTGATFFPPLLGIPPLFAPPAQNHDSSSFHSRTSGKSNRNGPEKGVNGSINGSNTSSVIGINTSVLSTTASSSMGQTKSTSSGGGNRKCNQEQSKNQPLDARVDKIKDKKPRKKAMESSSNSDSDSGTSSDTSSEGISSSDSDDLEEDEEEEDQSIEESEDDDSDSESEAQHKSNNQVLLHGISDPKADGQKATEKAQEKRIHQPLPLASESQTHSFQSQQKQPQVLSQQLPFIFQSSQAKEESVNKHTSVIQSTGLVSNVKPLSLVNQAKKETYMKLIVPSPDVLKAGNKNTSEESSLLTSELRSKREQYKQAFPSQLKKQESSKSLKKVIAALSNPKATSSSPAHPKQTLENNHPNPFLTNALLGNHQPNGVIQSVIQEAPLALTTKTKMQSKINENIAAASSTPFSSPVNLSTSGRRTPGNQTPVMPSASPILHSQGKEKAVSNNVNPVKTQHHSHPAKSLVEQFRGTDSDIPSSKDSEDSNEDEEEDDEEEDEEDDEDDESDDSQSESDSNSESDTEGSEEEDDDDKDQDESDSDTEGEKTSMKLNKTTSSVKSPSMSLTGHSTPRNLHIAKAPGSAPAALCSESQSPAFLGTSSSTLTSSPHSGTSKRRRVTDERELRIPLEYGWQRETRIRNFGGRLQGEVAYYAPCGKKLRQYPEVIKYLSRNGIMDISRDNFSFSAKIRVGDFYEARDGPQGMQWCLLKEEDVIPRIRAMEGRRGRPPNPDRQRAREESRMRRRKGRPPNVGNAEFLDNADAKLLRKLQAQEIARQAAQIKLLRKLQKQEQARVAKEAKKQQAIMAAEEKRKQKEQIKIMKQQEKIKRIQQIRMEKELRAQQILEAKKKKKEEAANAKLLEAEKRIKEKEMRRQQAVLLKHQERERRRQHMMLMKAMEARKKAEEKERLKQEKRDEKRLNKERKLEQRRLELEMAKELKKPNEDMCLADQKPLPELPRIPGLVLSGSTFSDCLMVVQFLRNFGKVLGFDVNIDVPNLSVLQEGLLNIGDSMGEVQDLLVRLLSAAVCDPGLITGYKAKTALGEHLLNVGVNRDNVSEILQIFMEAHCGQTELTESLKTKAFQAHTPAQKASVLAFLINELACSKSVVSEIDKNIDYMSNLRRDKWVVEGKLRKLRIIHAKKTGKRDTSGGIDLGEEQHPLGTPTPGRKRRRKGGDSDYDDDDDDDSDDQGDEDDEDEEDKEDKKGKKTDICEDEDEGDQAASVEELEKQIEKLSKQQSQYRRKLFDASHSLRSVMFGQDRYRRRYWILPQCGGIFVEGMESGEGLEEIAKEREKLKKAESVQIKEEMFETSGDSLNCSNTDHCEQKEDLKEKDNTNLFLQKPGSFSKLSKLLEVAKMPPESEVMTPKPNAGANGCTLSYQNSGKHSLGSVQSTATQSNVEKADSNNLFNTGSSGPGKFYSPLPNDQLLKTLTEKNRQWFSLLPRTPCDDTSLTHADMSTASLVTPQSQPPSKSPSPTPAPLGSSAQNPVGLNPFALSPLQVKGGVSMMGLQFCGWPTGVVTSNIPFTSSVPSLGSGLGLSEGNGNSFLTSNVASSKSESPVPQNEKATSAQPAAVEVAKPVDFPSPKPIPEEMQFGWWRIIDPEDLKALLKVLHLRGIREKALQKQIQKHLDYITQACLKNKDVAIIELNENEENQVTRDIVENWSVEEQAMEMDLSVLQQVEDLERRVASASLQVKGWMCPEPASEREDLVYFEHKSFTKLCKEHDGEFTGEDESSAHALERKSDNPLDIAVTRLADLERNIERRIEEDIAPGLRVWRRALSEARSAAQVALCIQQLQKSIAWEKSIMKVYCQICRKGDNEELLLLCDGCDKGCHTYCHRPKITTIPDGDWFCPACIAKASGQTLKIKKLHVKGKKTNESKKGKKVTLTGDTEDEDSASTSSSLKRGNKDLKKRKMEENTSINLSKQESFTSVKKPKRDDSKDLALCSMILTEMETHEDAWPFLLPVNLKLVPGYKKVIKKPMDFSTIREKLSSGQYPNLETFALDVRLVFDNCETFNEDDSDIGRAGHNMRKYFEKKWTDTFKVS
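In this displacement format the biotinylated H3(5-23) peptide acetylated at Lys14 serves as ligand at 50 nM, with BAZ2B at 50 nM in PBS pH 7.4 containing 0.01% Tween-20. Donor and acceptor beads are 10 ug/mL final.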
APE1 inh: blocks human APE1 abasic DNA cleavage; P27695; recombinant APE1, TAMRA/BHQ-2 abasic DNA cleavage fluorescence; 350,000 tested, 0.35% active; Potency, µM (titrated, usually from 65.8 µM), for the others: at the highest dose activity change, negative = inhibition, actives largely listed as inhibitors;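 further: plate controls were vehicle for no effect and reference inhibitor for full effect; nearly all actives have a fitted effect of over 55% in size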
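APE1 at 0.75 nM preincubated 15 min at room temperature with compound. Reaction then started with 50 nM double-stranded THF-abasic substrate labelled with TAMRA/BHQ-2, and 525/598 nm fluorescence read kinetically. Activity taken as third-minus-first read difference, normalized to DMSO and NSC13755 controls.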
Anesthetic bind: binds horse apoferritin like a general anesthetic | apoferritin/1-aminoanthracene competitive binding, fluorescence | AID 485281 | Potency, µM (titrated, usually from 77.5 µM), without a hit: at the top dose activity change, negative = displacement, most hits filed as inhibitors | 350,000 tested, 0.074% active | P02791; further: on the % scale 0 is the no-effect control and ±100 the full control effect; nearly all actives have a fitted effect of over 20% in size
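Steps: apoferritin (10 uM) was premixed with half-saturated 1-AMA in PBS, compounds were pin-transferred, plates stood 10 min at room temperature, fluorescence was read at 380/535 nm, and curves were fitted with a Hill equation.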
G9a block: blocks human histone lysine methyltransferase G9a. Q96KQ7. G9a H3K9 monomethylation, AlphaScreen, 2 h. Potency, µM (highest dose often 102 µM), for inactives: at the top dose activity, negative = inhibition, hits mostly inhibitors. 350,000 tested, 8.8% active; further: on the % scale 0 is the no-effect control and ±100 the full control effect; nearly all actives have a fitted effect of over 75% in size
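Using a bead-based AlphaScreen, monomethylated H3K9 product from 2 h room-temperature reactions (G9a 20 nM, peptide 500 nM, SAM 20 uM) was detected with 0.5 ug/mL rabbit anti-H3K9me1 antibody.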
* marks the source's active call; other numbers are inactive results; u = inconclusive; x = no result given; & = joins results of further samples; [ ] = dose if it differs, or a comment. The call rests on the fitted dose curve; in most records, active means well fitted curve in the direction sought with a large enough effect; inconclusive means small, poorly fitted or top-dose-only effect, or another doubt; inactive means no such curve, though single readings can be large; an effect the other way counts as inactive or inconclusive. Potency means the concentration at half of the fitted maximal effect.

(1) COc1ccc(C(=O)N/N=C(\C)CC(=O)Nc2ccccn2)cc1OC
(2) CCCC(=O)C1=C(O)C(C(=O)OC)C(C)(C)CC1=Nc1ccncc1 (configuration not stated)
(3) CC(C(=O)Nc1ccccc1C(=O)N1CCOCC1)N(c1ccccc1)S(C)(=O)=O (configuration not stated)
(4) CC1CN(C(=O)c2cc3cc(F)ccc3[nH]2)CC(C)O1 (configuration not stated)
(5) O=C(NCc1ccc(C(F)(F)F)cc1)C1CC(c2c(Cl)cccc2Cl)=NO1 (configuration not stated)
(6) O=C(CN(c1ccccc1)S(=O)(=O)c1ccccc1)NCCSCc1ccco1
(7) Cc1ccc(CN2CCN(CC(=O)N=Nc3c(O)[nH]c4ccccc34)CC2)cc1
(8) COCCNC(=O)c1ccccc1NC(=O)c1ccc(Cl)c(S(=O)(=O)Nc2ccc(C)cc2C)c1

compound no. | 1 | 2 | 3 | 4 | 5 | 6 | 7 | 8
Pol kappa inh | -3% | -3% | -9% | -13% | 3% | 79µM* | -1% | -9%
POLI inh | 97%[activator] | -1% | -8% | 17% | -15% | u | -2% | 9%
BLM helicase inh | -5% | 3% | 2% | 0% | -8% | -27% | -12% | -8%
BAZ2B block | -18% | -20% | 0% | 2% | -3% | 50µM* | 6% | 6%
APE1 inh | 32% | -1% | 11% | 36% | -4% | 7.9µM* | -1% | -10%
Pol eta inh | -24% | -14% | -15% | 2% | -18% | u | 1% | -11%
Anesthetic bind | -2% | -13% | 4% | -9% | -13% | -12% | -6% | -1%
Pol beta inh | -4% | 13% | 9% | -24% | 1% | 56µM* | -14% | -14%
G9a block | u | 1% | -4%[59 µM] | -7% | 10%[0.0925 µM] | u | 8% | -6%[12.7 µM]

(9) CCCCn1c(CNC(=O)c2cccs2)nc2ccccc21
(10) COc1cc(NC(=O)COc2ccccc2Cl)ccc1NC(=O)c1cccs1
(11) Nc1ccc[n+](Cc2ccccn2)c1
(12) O=C(COC(=O)C1(c2ccc(F)cc2)CCCC1)N1CCOCC1
(13) O=C(NN=Cc1ccccc1Cl)c1ccc(-n2cnnn2)cc1
(14) On1c(-c2ccccc2)nc2ncccc21
(15) Cn1nc(C(=O)OCCN2C(=O)c3ccccc3C2=O)c2ccccc2c1=O
(16) Cc1ccc(O)c(C(=O)c2cc(C#N)c(=O)n(-c3c(C)n(C)n(-c4ccccc4)c3=O)c2)c1

compound no. | 9 | 10 | 11 | 12 | 13 | 14 | 15 | 16
Pol kappa inh | -5% | -2% | 1% | 0% | -1% | -1% | 3% | -21%
POLI inh | -18% | 50µM* | 27% | 12% | -11% | -16% | 18% | -11%
BLM helicase inh | 2% | -7% | 2% | -4% | x | -2% | -1% | -1%
BAZ2B block | 8% | 0% | -28% | -3% | x | -11% | 9% | -4%
APE1 inh | -3% | 40%[activator] | -6% | -2% | -1% | 8% | 8% | 0%
Pol eta inh | -13% | 0% | -19% | -17% | -6% | 0% | -10% | -1%
Anesthetic bind | -11% | 3% | -2% | -10% | x | -1% | 5% | -18%
Pol beta inh | 13% | 7% | 16% | 17% | x | 39% | 22% | 5%
G9a block | 24%[59 µM] | 1% | -5% | -1% | x | 4% | 10%[12.7 µM] | x

(17) COc1ccc(C(=O)Nc2ccc(NC(=O)CSc3nnc(-c4ccncc4)n3C)cc2)cc1
(18) Cc1ccc(S(=O)(=O)N2CCN(C(=O)CSc3nccn3C)CC2)cc1
(19) COC(=O)c1cc2ccsc2n1CC(=O)NCC1CCCO1 (configuration not stated)
(20) COC(=O)c1c(NC(=O)CSc2ncn[nH]2)sc(C)c1C
(21) O=C(COCc1cc(-c2ccc3c(c2)OCO3)on1)N1CCN(c2cccc(C(F)(F)F)c2)CC1
(22) CCCC(=O)C1=C(N2CCCCC2)CC(C)(C)C(C(=O)OC)C1=O (configuration not stated)
(23) CCc1nnc(NC(=O)C2CCCN2C(=O)Nc2ccccc2OC)s1 (configuration not stated)
(24) O=c1[nH]cc(S(=O)(=O)c2ccccc2)[nH]1

compound no. | 17 | 18 | 19 | 20 | 21 | 22 | 23 | 24
Pol kappa inh | 2% | -10% | -8% | -8% | -9%&-14% | 2% | 5% | -9%
POLI inh | 16% | -5% | -11% | 19% | u | 18% | 6% | 68%[activator]
BLM helicase inh | -3% | 0% | -3% | x | -11%&-10% | -2% | -2% | 1%
BAZ2B block | -20% | -3% | -3%[57.1 µM] | 1% | u | -12% | 5% | 1%
APE1 inh | 39% | 0% | 4% | -8% | -9% | 2% | 13% | 0%
Pol eta inh | -9% | -14% | 8% | -4% | -16%&-17% | -11% | 6% | 6%
Anesthetic bind | -3% | -9% | -9% | x | 2%&-1% | -3% | -11% | -14%
Pol beta inh | 16% | 2% | 1% | x | 5%&2% | 1% | 27% | 4%
G9a block | 4% | 0% | -2% | 4µM* | 6% | u | -31%[59 µM] | 7%

(25) Cc1ccc(S(=O)(=O)n2cc(C=O)c3ccccc32)cc1
(26) COC(=O)[C@H](CCSC)NC(=O)NCc1cccs1
(27) COc1ccc(C(=O)COC(=O)C(C(C)C)N2C(=O)C3C4C=CC(C4)C3C2=O)cc1 (configuration not stated)
(28) Cc1ccc2nc(SCC(=O)N3CCC(C)CC3)nc(=O)n2c1
(29) CC[C@H]1[C@@H]2C=C[C@@H]3[C@H]4C/C=C\C(=O)NCCC[C@@H]5NC(=O)C(=C5O)C(=O)CC[C@@H]4C[C@@H]3[C@H]2C[C@H]1C
(30) Cc1ccc(CN2CCN(/N=C/c3cc(Br)ccc3F)CC2)cc1
(31) CSC(=O)CC(=O)NC(=O)c1ccccc1
(32) CC(=O)Nc1ccc(S(=O)(=O)Nc2cc(Cl)ccc2N2CCOCC2)cc1
(33) COc1ccccc1N1C(=O)C2CC=CC(C)C2C1=O (configuration not stated)

compound no. | 25 | 26 | 27 | 28 | 29 | 30 | 31 | 32 | 33
Pol kappa inh | -13% | -7% | -9% | -1% | 0%[19.4 µM] | -7% | 11% | -10% | -6%
POLI inh | -9% | -6% | u | 21% | x | 25% | -1% | 58%[activator] | 6%
BLM helicase inh | -6% | -1% | -8% | x | 0% | -1% | -5% | x | 0%
BAZ2B block | 15% | 19% | -2% | -38% | x | 50µM* | 5% | x | -2%
APE1 inh | -2% | -1% | -6% | 42% | 3%&-4% | 34% | -5% | 19% | -2%
Pol eta inh | -8% | -3% | -8% | -12% | x | -7% | -8% | -18% | 2%
Anesthetic bind | -17% | -8% | u | x | u | -2% | -9% | x | u
Pol beta inh | 3% | -2% | 2% | x | x | 0% | 7% | x | 2%
G9a block | -1% | -5%[59 µM] | -1%[12.7 µM] | -2%[0.501 µM] | 37%[59 µM] | 56µM* | 4%[12.7 µM] | x | -7%

Three entries from above, arranged by formula weight, ascending:
(33) COc1ccccc1N1C(=O)C2CC=CC(C)C2C1=O (configuration not stated)
(25) Cc1ccc(S(=O)(=O)n2cc(C=O)c3ccccc32)cc1
(28) Cc1ccc2nc(SCC(=O)N3CCC(C)CC3)nc(=O)n2c1

compound no. | 33 | 25 | 28
Pol kappa inh | -6% | -13% | -1%
POLI inh | 6% | -9% | 21%
BLM helicase inh | 0% | -6% | x
BAZ2B block | -2% | 15% | -38%
APE1 inh | -2% | -2% | 42%
Pol eta inh | 2% | -8% | -12%
Anesthetic bind | u | -17% | x
Pol beta inh | 2% | 3% | x
G9a block | -7% | -1% | -2%[0.501 µM]

Pol kappa inh, entries above that show a hit.
nr | SMILES | Pol kappa inh | POLI inh | BLM helicase inh | BAZ2B block | Pol eta inh | Anesthetic bind | G9a block
6 | O=C(CN(c1ccccc1)S(=O)(=O)c1ccccc1)NCCSCc1ccco1 | 79µM* | u | -27% | 50µM* | u | -12% | u

This is a subset, so the mix of outcomes need not match the whole.
